Compound activity as filed in PubChem BioAssay.
S100A4 inh HTS – inhibitors of S100A4-myosin IIA peptide binding, primary screen, biochemical, fluorescence polarization, TAMRA-MyoIIA peptide; Protein S100-A4 (Homo sapiens), P26447; inhibition, % at 10.7 µM; 0.14% of 360,000 active; AID 652163, 2013;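 active = mean inhibition of at least 70% across replicates, with every replicate also reaching that level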
Target sequence (P26447 whole entry, looked up): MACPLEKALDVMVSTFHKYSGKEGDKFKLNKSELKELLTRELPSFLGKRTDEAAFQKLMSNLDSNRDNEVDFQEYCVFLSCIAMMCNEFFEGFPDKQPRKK
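Material: human S100A4 monomer with TAMRA-labelled myosin IIA peptide; buffer or medium: HEPES pH 7.2 with CaCl2, KCl, NaCl, DTT, Triton; compound dosing: one concentration per compound; schedule: 5 min incubation before reading; benchmarks: neutral control DMSO, positive control TFP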
ERAP1 HTS inh – human ERAP1 aminopeptidase inhibitors, primary screen, biochemical, single point, plate reader; Endoplasmic reticulum aminopeptidase 1 (Homo sapiens), Q9NZ08; recombinant ERAP1, Leu-AMC fluorescence, 60 min; inhibition, % at 10.7 µM; 0.15% of 340,000 active; AID 652197, 2013;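 active = mean replicate inhibition of at least 30%, or all replicates individually reaching that 30% level; inactive = mean below 30% and not every replicate reaching it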;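 note: 0% = neutral control wells and 100% = L-leucinethiol positive control wells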
Target sequence (Q9NZ08 whole entry, looked up): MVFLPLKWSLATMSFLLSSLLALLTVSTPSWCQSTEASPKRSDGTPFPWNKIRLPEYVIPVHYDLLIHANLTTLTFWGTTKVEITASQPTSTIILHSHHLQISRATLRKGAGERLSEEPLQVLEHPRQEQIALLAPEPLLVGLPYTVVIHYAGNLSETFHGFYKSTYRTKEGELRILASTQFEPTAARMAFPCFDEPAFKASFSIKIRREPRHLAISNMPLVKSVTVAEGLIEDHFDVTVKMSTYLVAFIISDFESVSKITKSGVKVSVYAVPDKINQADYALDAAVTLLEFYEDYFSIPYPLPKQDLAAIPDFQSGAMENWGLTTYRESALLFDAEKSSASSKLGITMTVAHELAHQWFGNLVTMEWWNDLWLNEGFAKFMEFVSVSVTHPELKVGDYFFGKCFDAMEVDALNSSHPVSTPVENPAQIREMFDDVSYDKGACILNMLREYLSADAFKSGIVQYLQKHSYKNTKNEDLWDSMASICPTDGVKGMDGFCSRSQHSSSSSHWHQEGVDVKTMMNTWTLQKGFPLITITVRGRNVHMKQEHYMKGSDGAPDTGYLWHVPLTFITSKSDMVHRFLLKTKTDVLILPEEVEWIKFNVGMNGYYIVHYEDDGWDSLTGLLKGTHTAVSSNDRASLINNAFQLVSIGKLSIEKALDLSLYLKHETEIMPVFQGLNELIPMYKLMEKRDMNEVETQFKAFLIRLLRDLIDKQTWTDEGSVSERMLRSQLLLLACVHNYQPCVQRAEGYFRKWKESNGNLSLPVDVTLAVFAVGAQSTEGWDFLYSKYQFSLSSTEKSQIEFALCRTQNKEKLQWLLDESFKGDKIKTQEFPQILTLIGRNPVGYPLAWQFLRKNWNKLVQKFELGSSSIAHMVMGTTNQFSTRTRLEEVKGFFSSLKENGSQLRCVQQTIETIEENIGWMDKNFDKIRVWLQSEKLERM
PglD inh – C. jejuni PglD acetyltransferase inhibitors, primary screen, biochemical, DTNB colorimetric, single point | purified PglD enzyme, DTNB colorimetric CoA detection | inhibition, % at 12.5 µM | 0.098% of 360,000 active; in the data active = inhibition above about 16%, passing the limit was not always enough; note: strong numbers were not always called active
FN deposition inh – inhibitors of fibronectin matrix deposition, primary screen, AH1F cells, Alexa488-fibronectin fluorescence, plate reader | AH1F fibroblasts, overnight | inhibition, % at 12.6 µM | 0.086% of 350,000 active;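 active = mean inhibition across replicates of 30% or more, regardless of how many single replicates reach that level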;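 note: positive control wells lacked labelled fibronectin entirely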
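Material: AH1F fibroblast monolayer depositing Alexa488-labelled fibronectin into matrix | Input: 10000 AH1F cells/well | Medium: DMEM plus 2% serum, read in PBS | Reagent: Alexa488-fibronectin, 24 nM final in well | Compound dosing: One dose per compound, pinned | Schedule: 1 h adhesion, overnight exposure | Measured by: Fluorescence at 485 nm excitation, 525 nm emission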
EWS-Fli block – EWS/Fli-driven NR0B1 reporter inhibitors, primary screen, A673 cells, NR0B1 luciferase, luminescence, MLPCN library | viability-normalised | inhibition, % at 12.6 µM | 0.67% of 350,000 active | AID 651661, 2012;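 active = mean inhibition of at least 50% after viability correction, with every replicate also passing that limit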;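 note: firefly luciferase signal divided by Alamar Blue viability fluorescence both relative to DMSO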
PGC1a acetyl inh – inhibitors of PGC1a acetylation signal, primary screen, cell-based, U2OS, AlphaScreen, inhibitor mode. inhibition, % at 15.6 µM. AID 651687, 2012. 0.17% of 350,000 active. AlphaScreen anti-acetyl-lysine; with virally co-expressed GCN5 acetyltransferase;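 active = every replicate shows inhibition of at least 40%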;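 note: 0% = neutral control wells and 100% = positive control wells; some results beyond the cut were filed as inactive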
LGR2 inh – inhibitors of bursicon-induced LGR2 CRE-luciferase signal, primary screen, cell-based, HEK293, CRE-luciferase reporter, bursicon stimulation; 0.35% of 380,000 active; Drosophila bursicon receptor LGR2 (rickets); bursicon-stimulated, 4 h; inhibition, % at 9.99 µM;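 active = drop in luminescence signal, shown as inhibition above about 50% in the replicate tests, limit read from the data, passing the limit was not always enough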;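 note: agonist challenge used bursicon conditioned medium at about half maximal strength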
PAX8 inh HTS – inhibitors of PAX8-driven TPO luciferase reporter, primary screen, RMG-I cells, single concentration; SteadyGlo, 24 h; 1.2% of 360,000 active; inhibition, % at 12.6 µM;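 active = mean replicate inhibition at least 60% with every replicate also reaching 60%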;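 note: luciferase light reporting Pax8 driven TPO promoter activity; plate controls were median of neutral control wells for no effect and mitoxantrone controls for full effect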
* marks the source's active call; other numbers are inactive results; / = no result given.

entry	canonical_smiles	LGR2 inh	FN deposition inh	PAX8 inh HTS	PGC1a acetyl inh	EWS-Fli block	ERAP1 HTS inh	PglD inh	S100A4 inh HTS
1	C[C@@H](NC(=O)C[C@@H]1CC[C@H](NC(=O)c2cccnc2)[C@@H](CO)O1)c1ccccc1	11	-1	-4	8	2	-2	-9	12
2	CCN1CCN(c2cc(C)c3cc(NC(=O)c4cccc(OC)c4)ccc3n2)CC1	-20	3	-34	-2	-49	-2	-6	-5
3	Cc1c(CC(=O)O)c(=O)oc2cc3c(cc12)CCC(C)(C)O3	7	6	6	-2	-12	-3	4	-6
4	Cc1ccc(S(=O)(=O)Nc2ccc3c(c2)C(=O)N([C@H](C)CO)C[C@@H](C)[C@@H](CN(C)Cc2ccccc2)OCCCC[C@H](C)O3)cc1	20	-14	40	0	14	/	-2	/
5	Cc1cccc(NS(=O)(=O)c2ccc3[nH]c(=O)oc3c2)c1C	-2	2	-9	-9	6	-2	-5	-2
6	Cc1cc(Br)cn2c(Cc3ccsc3)c(-c3ccco3)nc12	2	4	-1	2	-32	/	3	0
7	Nc1nc(NCc2ccco2)nc(N2CCN(Cc3ccccc3)CC2)c1[N+](=O)[O-]	6	-1	-2	-12	8	-1	-2	10
8	C[C@H]1CCCCO[C@@H](CN(C)Cc2ccc(C(F)(F)F)cc2)[C@@H](C)CN([C@@H](C)CO)C(=O)c2cc(NC(=O)Nc3cccc4ccccc34)ccc2O1	0	-18	-5	37	-9	/	-1	/
9	O=S(=O)(c1ccccc1Br)N1CCN(c2ncccn2)CC1	10	-8	8	/	/	0	-3	-5
10	COc1ccc(NC(=O)N(C)C[C@H]2OCCCC[C@H](C)Oc3ccc(NC(=O)NC4CCCCC4)cc3C(=O)N([C@H](C)CO)C[C@@H]2C)cc1	3	-2	-13	6	-9	-2	3	-1
11	CCOC(=O)c1cnc2ccc(OCC)cc2c1NCc1cccnc1	-22	11	26	/	-25	3	/	-2
12	CCOc1ccc(NS(=O)(=O)c2ccc(C(=O)N3CC(C)OC(C)C3)cc2)cc1 (stereo not given)	7	-2	15	-9	6	0	3	-1
13	Cc1ccc(S(=O)(=O)N(C)C[C@@H]2Oc3ccc(NC(=O)Cc4cn(C)c5ccccc45)cc3CC(=O)N([C@@H](C)CO)C[C@@H]2C)cc1	-5	/	38	-17	0	3	-3	-29
14	Cc1ccc(-c2ccc(C(=O)Nc3cccc(F)c3)o2)c2ccccc12	/	0	0	8	-18	-1	-2	-2
15	CC1CCN(CCCNC(=O)C2CCC(CNS(=O)(=O)c3cccc4nsnc34)CC2)CC1 (stereo not given)	/	-21	14	/	4	0	8	0
16	CCN(C(=O)C(C)Sc1ccc(S(=O)(=O)N2CCOCC2)cn1)c1ccccc1 (stereo not given)	-3	5	6	5	6	1	4	10
17	COc1ccccc1NC(=O)C1CCCN(C(=O)NCc2ccccc2)C1 (stereo not given)	-2	-1	5	-8	-4	-1	2	35
18	COc1ccc2c3c([nH]c2c1)[C@@H](CO)N(Cc1ccncc1)CC31CCN(C(=O)CN(C)C)CC1	2	/	11	1	-4	/	/	-13
19	CC(C)NC(=O)N(C)C[C@@H]1OCCCC[C@@H](C)Oc2ccc(NC(=O)CCC(F)(F)F)cc2C(=O)N([C@@H](C)CO)C[C@H]1C	-8	-11	4	6	/	-1	-1	1
20	C[C@H]1CN([C@@H](C)CO)S(=O)(=O)c2ccc(C#CCN(C)C)cc2O[C@H]1CN(C)C(=O)c1ccccc1F	16	-5	-4	-7	-3	2	1	-2

Single entries from the entries so far:
For ERAP1 HTS inh, #11 is entered as 3
For PAX8 inh HTS, #19 is entered as 4
For PglD inh, #9 is entered as -3
For FN deposition inh, #5 is entered as 2
For FN deposition inh, #6 is entered as 4
For EWS-Fli block, #10 is entered as -9

The main list resumes, repeating the seven entries before the break.
entry	canonical_smiles	LGR2 inh	FN deposition inh	PAX8 inh HTS	PGC1a acetyl inh	EWS-Fli block	ERAP1 HTS inh	PglD inh	S100A4 inh HTS
14	Cc1ccc(-c2ccc(C(=O)Nc3cccc(F)c3)o2)c2ccccc12	/	0	0	8	-18	-1	-2	-2
15	CC1CCN(CCCNC(=O)C2CCC(CNS(=O)(=O)c3cccc4nsnc34)CC2)CC1 (stereo not given)	/	-21	14	/	4	0	8	0
16	CCN(C(=O)C(C)Sc1ccc(S(=O)(=O)N2CCOCC2)cn1)c1ccccc1 (stereo not given)	-3	5	6	5	6	1	4	10
17	COc1ccccc1NC(=O)C1CCCN(C(=O)NCc2ccccc2)C1 (stereo not given)	-2	-1	5	-8	-4	-1	2	35
18	COc1ccc2c3c([nH]c2c1)[C@@H](CO)N(Cc1ccncc1)CC31CCN(C(=O)CN(C)C)CC1	2	/	11	1	-4	/	/	-13
19	CC(C)NC(=O)N(C)C[C@@H]1OCCCC[C@@H](C)Oc2ccc(NC(=O)CCC(F)(F)F)cc2C(=O)N([C@@H](C)CO)C[C@H]1C	-8	-11	4	6	/	-1	-1	1
20	C[C@H]1CN([C@@H](C)CO)S(=O)(=O)c2ccc(C#CCN(C)C)cc2O[C@H]1CN(C)C(=O)c1ccccc1F	16	-5	-4	-7	-3	2	1	-2
21	C[C@@H]1CCCCO[C@H](CN(C)C(=O)Nc2ccc(F)cc2)[C@H](C)CN([C@@H](C)CO)C(=O)c2cc(NC(=O)NC3CCCCC3)ccc2O1	15	/	18	-5	2	4	0	1
22	CCCNC(=O)[C@@]1(c2ccc([N+](=O)[O-])cc2)CC(=O)N(CC23CC4CC(CC(C4)C2)C3)[C@@H]1c1ccc(CO)cc1I	/	/	105*	5	42	0	7	1
23	COc1cc(OC)nc(Nc2nc(C(N)Cc3ccccc3)cs2)n1 (stereo not given)	1	3	14	/	8	20	2	4
24	O=C(NC1CCC(O)CC1)c1ccccc1OCc1ccc(F)cc1 (stereo not given)	24	9	-12	/	4	2	0	-4
25	O=C(C[C@@H]1C[C@H]2c3cc(NC(=O)c4cccnc4)ccc3O[C@H]2[C@H](CO)O1)NCc1ccccc1F	-9	-14	5	10	9	2	3	-35
26	CCCNC(=O)N1C[C@@H](C)[C@@H](OC)CN(C)C(=O)c2cc(NC(C)=O)ccc2OC[C@H]1C	3	-5	/	3	-2	0	4	-2
27	CC(C)NC(=O)Nc1cccc2c1O[C@@H](CN(C)S(=O)(=O)c1ccccc1)[C@@H](C)CN([C@@H](C)CO)C2=O	-25	3	-13	2	3	-1	4	2
28	CCC(=O)N1CCCCN2[C@H](CO)[C@H](c3ccc(-c4cccc(C#N)c4)cc3)[C@@H]2C1	-12	/	-7	-8	-6	0	-13	13
29	CC(C)(C)C(=O)Nc1c2c(nn1-c1ccccc1)CSC2	2	1	-9	/	/	0	-1	-2
30	CO[C@@H]1CN(C)C(=O)c2cc(NS(=O)(=O)c3cccc(Cl)c3)ccc2OC[C@@H](C)NC[C@H]1C	3	5	/	6	-1	-2	6	-3
31	CSc1ccc(CNC(C)(C)CO)cc1	3	-3	2	3	2	7	-6	-4
32	N#CCCN(C(=O)Nc1ccccc1)C1CCCCC1	-3	9	-6	-3	-8	1	3	-3
33	Cc1ncoc1C(=O)Nc1ccccc1C(N)=O	-1	-6	/	0	/	/	-2	/
34	CCCCc1nc2cc(C(=O)N3CCCCC3CC(=O)OCC)ccc2o1 (stereo not given)	-48	-15	/	/	/	0	-1	-1
35	CCCNC(=O)N1[C@H](CO)[C@H](c2ccc(-c3cccc(OC)c3)cc2)[C@@H]1C#N	20	7	3	-30	-27	1	-2	-7
36	COCC#Cc1ccc([C@@H]2[C@@H](CO)N3C(=O)CN(C(=O)C4CCCCC4)C[C@H]23)cc1	-20	9	-7	-1	-9	-3	/	5
37	O=C(NC(=S)N1CCN(CCO)CC1)C12CC3CC(CC(C3)C1)C2	2	4	-15	/	-4	4	0	-25
38	Cc1ccccc1NC(=O)CCNS(=O)(=O)c1ccc2[nH]c(=O)oc2c1	26	8	21	2	/	-3	-1	-2
39	NC(=O)c1ccc(Oc2ccc(Cl)cc2)c([N+](=O)[O-])c1	/	-10	-9	2	10	-1	/	-6
40	CC1(C(=O)NS(=O)(=O)c2ccccc2C(F)(F)F)CCN1C(=O)CCC1CCCC1 (stereo not given)	7	-6	-26	1	0	0	2	2

Some of these compounds in order of the LGR2 inh value, smallest number first.
entry	Compound	LGR2 inh
28	CCC(=O)N1CCCCN2[C@H](CO)[C@H](c3ccc(-c4cccc(C#N)c4)cc3)[C@@H]2C1	-12
7	Nc1nc(NCc2ccco2)nc(N2CCN(Cc3ccccc3)CC2)c1[N+](=O)[O-]	6
21	C[C@@H]1CCCCO[C@H](CN(C)C(=O)Nc2ccc(F)cc2)[C@H](C)CN([C@@H](C)CO)C(=O)c2cc(NC(=O)NC3CCCCC3)ccc2O1	15
20	C[C@H]1CN([C@@H](C)CO)S(=O)(=O)c2ccc(C#CCN(C)C)cc2O[C@H]1CN(C)C(=O)c1ccccc1F	16

Following part:
entry	canonical_smiles	LGR2 inh	FN deposition inh	PAX8 inh HTS	PGC1a acetyl inh	EWS-Fli block	ERAP1 HTS inh	PglD inh	S100A4 inh HTS
41	Cn1nnc2c(C(N)=O)ncn2c1=O	5	3	17	3	-5	-1	-3	6
42	Cc1ccc(CCNC(=O)C2CCN(S(=O)(=O)c3ccc4c(c3)oc(=O)n4C)CC2)cc1	-19	-3	10	-3	/	-1	-1	-6
43	C[C@@H]1CN([C@H](C)CO)S(=O)(=O)c2ccc(C#Cc3ccc(F)cc3)cc2O[C@@H]1CN(C)C(=O)CN(C)C	24	15	/	-9	5	1	0	-15
44	C[C@H](O)C#Cc1ccc2c(c1)O[C@@H](CN(C)C(=O)CN(C)C)[C@@H](C)CN([C@@H](C)CO)S2(=O)=O	7	/	/	2	-6	4	-1	8
45	CCCn1c(SC(C)C(=O)NCC2CCCO2)nc2cc(Cl)ccc2c1=O (stereo not given)	-19	-1	15	-61	13	1	2	-3
46	COc1ccc(/C=N/NC(=O)CCc2n[nH]c(=O)[nH]c2=O)cc1O	32	12	-16	1	-4	3	13	3
47	COCc1nnc(NC(=O)CC(C)C)s1	/	0	6	0	/	/	0	/
48	COC(C/C=C\[C@@H](O)COCc1ccccc1)OC	1	-12	-30	4	-7	-2	0	-6
49	Cc1cc(C)c2cc(C#N)c(N3CCNCC3)nc2c1	-14	2	-16	-4	3	-3	-2	45
50	CN(C)c1ccc(C2N3CC4(C)CN2CC(C)(C3)C4O)cc1 (stereo not given)	-9	1	-32	8	3	4	2	1
51	C[C@H](CO)N1C[C@H](C)[C@@H](CN(C)S(=O)(=O)c2ccc(F)cc2)Oc2ccc(NC(=O)C3CC3)cc2CC1=O	22	/	/	4	-8	0	2	4
52	O=C([C@H]1[C@H](CO)[C@H]2Cn3c(cccc3=O)[C@@H]1N2C(=O)c1ccccn1)N1CCCCC1	-9	/	/	/	-3	-3	2	1
53	COc1ccc(C(=O)N2CCN(C3CCC(c4ccccc4)CC3)CC2)cc1OC (stereo not given)	/	9	18	-3	/	/	6	/
54	Cc1ccc(S(=O)(=O)Nc2ccc3c(c2)C(=O)N([C@H](C)CO)C[C@H](C)[C@H](CN(C)C(=O)Cc2ccccc2)OCCCC[C@H](C)O3)cc1	2	0	11	11	9	0	-3	-1
